Source: PubChem BioAssay
PMI activator: increases human mannose-6-phosphate isomerase activity; P34949; purified human PMI, coupled resazurin fluorescence, 20 min; hits give high values; 1 = vehicle control, 0 substrate-free wells; activation factor at 20 µM; 0.005% of 190,000 active; AID 1214;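 active = activation factor of 2 or more at 20 µM, relative to plate controls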
RAM network inh: yeast RAM network inhibition; 1.8% of 190,000 active; inhibition, % at 50 µM; S. cerevisiae dse1pr::URA3 reporter, 5-FOA growth OD615, 2 d; analog-sensitive cbk1-as2 kinase mutant strain; AID 868;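 active = inhibition above a set limit, 3 SD over mean compound inhibition, cut at about 8.4% in these data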;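 note: 0% = DMSO-only wells with no growth and 100% = 10 µM 1-NA-PP1 full growth; inhibition rescues growth on 5-FOA so higher OD means more RAM inhibition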
HMGR II inh: blocks class II HMG-CoA reductase of Enterococcus faecalis; AID 1066; inhibition, % at 10 µM; 0.41% of 190,000 active; purified E. faecalis HMGR, NADPH absorbance 340 nm kinetic;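 active = inhibition above a set limit, the median over all tested compounds plus 3 SD, cut at about 9.5% in these data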;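 note: enzyme runs in reverse so mevalonate oxidation gives rising NADPH absorbance; 0% = complete reaction with DMSO and 100% = background rate lacking mevalonate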
Hsp70 act: transcriptional activators of Hsp70; 0.04% of 200,000 active; HeLa Hsp70 promoter luciferase reporter, luminescence; scaled: vehicle 0, proteasome-inhibitor control 100%; activation, % at 10 µM;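 active = activation above the mean across all tested compounds plus 3 SD, cutoff set per campaign, cut at about 5.5% in these data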;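 note: 100% = MG132 at 30 µM as the positive control and 0% = DMSO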
TNAP inh no acc: inhibitors of human TNAP without phosphate acceptor; P05186; purified TNAP, CDP-star luminescence, 30 min; inhibition, % at 20 µM; 0.26% of 200,000 active;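 active = tissue-nonspecific alkaline phosphatase inhibition above about 50% at 20 µM in the single-dose screen, limit read from the data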;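 note: 0% = DMSO negative control and 100% = EDTA positive control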
Target sequence (P05186 whole entry, looked up): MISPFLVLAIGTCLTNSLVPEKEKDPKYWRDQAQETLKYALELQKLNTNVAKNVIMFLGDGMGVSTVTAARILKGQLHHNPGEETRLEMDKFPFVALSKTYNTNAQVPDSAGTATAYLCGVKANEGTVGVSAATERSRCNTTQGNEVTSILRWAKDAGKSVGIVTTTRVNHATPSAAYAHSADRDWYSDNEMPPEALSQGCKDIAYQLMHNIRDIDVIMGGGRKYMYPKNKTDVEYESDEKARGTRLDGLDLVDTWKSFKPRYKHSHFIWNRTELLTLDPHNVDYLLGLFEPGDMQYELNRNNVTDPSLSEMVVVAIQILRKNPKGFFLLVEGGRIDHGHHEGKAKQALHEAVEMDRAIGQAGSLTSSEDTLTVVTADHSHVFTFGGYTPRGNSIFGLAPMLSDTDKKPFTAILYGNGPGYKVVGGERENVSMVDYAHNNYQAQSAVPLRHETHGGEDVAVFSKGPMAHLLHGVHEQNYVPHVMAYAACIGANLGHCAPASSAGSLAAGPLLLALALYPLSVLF
TNAP inh hiacc: blocks human TNAP under high phosphate acceptor concentration. P05186. purified TNAP, CDP-star luminescence, 1 M DEA. inhibition, % at 20 µM. 0.03% of 200,000 active. AID 1135;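 active = over 50% inhibition of tissue-nonspecific alkaline phosphatase at 20 µM in the single-dose screen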;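 note: plate controls were DMSO wells for no effect and EDTA-quenched wells as full inhibition for full effect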
DTT redox prof: compounds producing H2O2 with reducing agent – biochemical, NIH compound library profiling, artefact control for MLSCN library redox annotation, primary screen; activation, % at 10 µM; AID 878; DTT-dependent redox cycling H2O2, phenol red/HRP absorbance; 100% = 100 µM peroxide control, 0% = buffer; 0.03% of 200,000 active;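 active = activation of at least 50% relative to the plate's high and low controls in the primary single-dose screen; inactive = activation below 50%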;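 note: compound incubated with DTT at 0.8 mM final as the reducing agent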
PMI act satM6P: increases human PMI activity with near-saturating mannose 6-phosphate. P34949. coupled PMI enzyme assay, resazurin fluorescence, 20 min; hits give high values; 1 = untreated enzyme, 0 = substrate-free blank. activation factor at 20 µM. 0.34% of 190,000 active;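 active = activation factor of 2 or more at 20 µM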
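Test system: human phosphomannose isomerase with PGI, G6PDH, diaphorase coupling enzymes / Doses: 20 µM compound, 1% DMSO / Times: enzyme reaction with compound 20 min at room temperature / Measured by: Diaphorase-driven resazurin-to-resorufin fluorescence, excitation 544, emission 590 nm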
L major viab: Leishmania major promastigote growth inhibition. Leishmania major promastigotes, resazurin fluorescence viability. inhibition, % at 10 µM. 9% of 200,000 active. AID 1063; in the data active = inhibition above about 50%;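 note: promastigotes grown with compound for 44 hours at 28 °C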
S1P3 antag: blocks the human S1P3 receptor | inhibition, % at 4.98 µM | 0.27% of 170,000 active | CHO S1P3 NFAT-BLA reporter, FRET fluorescence, antagonist mode | Q99500;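 active = inhibition above the plate cutoff, the mean inhibition of test wells on that plate plus 3 SD, cut at about 28% in these data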;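 note: cells challenged with S1P at its EC80 of 0.8 µM; blue over green emission ratio from cleaved BLA substrate after 4 h stimulation; 0% = S1P-stimulated wells and 100% = unstimulated DMSO-only wells; some compounds past the cut are filed as inactive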
Target sequence (Q99500 whole entry, looked up): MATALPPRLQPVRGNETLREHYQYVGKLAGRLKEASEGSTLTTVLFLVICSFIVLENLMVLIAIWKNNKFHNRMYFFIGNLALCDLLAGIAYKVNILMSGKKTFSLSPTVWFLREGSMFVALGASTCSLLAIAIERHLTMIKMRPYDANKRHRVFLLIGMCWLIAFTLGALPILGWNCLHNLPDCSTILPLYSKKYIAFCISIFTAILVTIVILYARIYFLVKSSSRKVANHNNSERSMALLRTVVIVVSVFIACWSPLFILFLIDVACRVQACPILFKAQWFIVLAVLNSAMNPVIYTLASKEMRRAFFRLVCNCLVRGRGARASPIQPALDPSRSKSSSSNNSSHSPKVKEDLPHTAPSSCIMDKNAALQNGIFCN
* marks the source's active call; other numbers are inactive results; . = no result given. This is a random part of the collection (roughly 12% active in at least one column).

SMILES	PMI activator	RAM network inh	HMGR II inh	Hsp70 act	TNAP inh no acc	TNAP inh hiacc	DTT redox prof	PMI act satM6P	L major viab	S1P3 antag
COCCn1c(-c2ccc(OC(F)(F)C(F)C(F)(F)F)cc2)nc2c1c(=O)[nH]c(=O)n2CC(C)C (stereo unspecified)	0.9	1.0	-5	-0.1	-6	1	-0.1	1.1	8	.
Nc1cc(Cl)nc(N/N=C/c2ccc([N+](=O)[O-])cc2)n1	1	2.0	-5	-0.3	-3	0	1.3	1	10	9
CCCCCCCCCCCCCCCC(=O)NCCc1c[nH]c2ccccc12	0.9	6.5	-5	-0.3	-7	0	0.5	1	-9	-36
CCOc1ccc(-n2cnnn2)cc1S(=O)(=O)N1CCC(C)CC1C (stereo unspecified)	0.9	0.0	-3	0.1	-6	-3	-1.9	0.9	-5	-15
CCC(C(=O)NC(C)(C)C)N(C(=O)Cn1nnc(-c2ccccc2F)n1)c1cnc2ccccc2c1 (stereo unspecified)	1	2.3	0	-0.1	-2	1	-0.3	1	3	-5
COc1ccc(OCC(=O)OCC(=O)NCc2ccco2)cc1	1	-0.1	-2	-0.1	1	-2	0.2	1	-5	.
Cc1cccc(NC(=O)NNC(=O)c2c(Cl)c(C)nn2C)c1	1.1	-0.7	0	-0.5	-7	-1	0.2	1.1	-6	0
COc1ccccc1N1C(=O)c2ccc(C(=O)Nc3nccs3)cc2C1=O	0.9	5.9	-1	-0.2	2	3	-0.7	0.9	-8	-3
CCn1nnc(-c2ccc(N)cc2)n1	1	-1.0	-10	-0.2	-6	0	-2.2	1	-6	6
Cc1ccccc1CN(c1ccc(C(=O)NCc2ccccn2)cc1)S(C)(=O)=O	0.9	-0.1	-3	0.2	-12	-5	-0.4	1	-2	-7
O=C(O)CC(SCC(=O)Nc1ccccc1)C(=O)O (stereo unspecified)	1	-0.1	-4	-0.3	-9	-5	-1.6	0.9	-1	-7
C=CCn1c(=N)n(CC(=O)OCC)c2ccccc21	1	1.1	-2	-0.3	-12	-5	2.1	1	-1	11
CN(CC(=O)Nc1ccc(N2CCOCC2)cc1)C(=O)CC(c1ccccc1)c1ccccc1	1	2.5	-6	-0.4	-8	1	-0.7	1	28	-17
COc1ccccc1NS(=O)(=O)c1cccc(C(=O)N/N=C/c2ccc(OCC(=O)O)cc2)c1	1	0.1	4	-0.1	-11	-2	-2.1	1	2	-4
N/C(=N\OS(=O)(=O)c1ccc2ccccc2c1)c1cccnc1	1.1	2.3	2	-0.2	-7	-2	-0.7	1	-4	-15
C#CC[N+](C)(C)CCN1C(=O)C2C(c3ccccc3)C=CC(c3ccccc3)C2C1=O (stereo unspecified)	1.1	0.0	-4	-0.4	-14	-7	-0.3	1.1	0	-23
Cn1c(=O)c2cc(S(=O)(=O)NCCC(=O)NCC3CCCO3)ccc2n(C)c1=O (stereo unspecified)	0.9	1.2	-2	0.2	-4	2	1.6	0.9	1	1
CCOCCCNC(=O)Cc1cc(=O)[nH]c(=O)[nH]1	1	2.4	-8	0.1	-12	-2	-0.4	0.9	-6	-14
COc1ccc(OC)c(C(C(=O)NCc2ccco2)N(C(=O)Cn2nnc3ccccc32)C(C)C)c1 (stereo unspecified)	1	1.8	-2	0.0	-2	-2	1.9	1	-4	-5
Cc1ccc(NC(=O)CSc2nc3ccccc3c3nc(CCn4cncc4C)nn23)c(C)c1	1	-0.1	0	-0.4	0	-3	2.0	1.1	-7	-5
CC(C)CN(C(=O)c1ccco1)c1nc2ccccc2s1	1	-0.8	0	0.1	-3	-2	-2.3	1	5	-12
Cc1ccc(-n2c(SCC(=O)NCc3ccco3)nc3c(sc4ccccc43)c2=O)cc1	0.9	3.2	-8	-0.1	-9	-4	0.1	0.9	13	17
COCCN1Cc2cccc(C(=O)NCc3ccccc3OC)c2C1=O	0.9	0.8	0	0.0	-14	-6	-0.2	1	-4	-13
CN(C)c1nc(OCCNC(=O)COc2ccc(Cl)cc2Cl)nc(N2CCOCC2)n1	1	2.2	-4	-0.1	-4	-8	0.5	1.1	6	.
O=C(CN1CCc2ccccc2C1)c1cccs1	1.5	0.3	-11	0.3	-13	-3	3.6	1.7	2	-19
CCOc1ccc(NC(=O)CCC(=O)NNC(=O)Nc2cccc(Cl)c2)cc1	1	0.7	-12	0.2	-10	-6	-1.3	1	-6	-12
Nn1cc(-c2ccccc2)nc1SCC(=O)NCC1CCCO1 (stereo unspecified)	1.1	0.8	-2	0.1	-7	0	-0.2	1.1	0	-8
C#CC1(NC(=O)N(C)C)CCCCC1	1	1.1	-5	0.7	-4	-1	-1.4	1	-2	-11
CC1CCC(NC(=O)Cn2c3c(c(-c4ccccc4Cl)cc2=O)CCC3)CC1 (stereo unspecified)	0.9	2.6	-6	-0.3	-4	-3	-0.4	0.8	26	.
Nc1nnc(SCC(=O)N2CCN(c3ccccc3)CC2)n1-c1ccccc1	1	0.8	-1	-0.3	-15	-3	3.8	1.1	-6	-21
COC(=O)c1ccc(CSc2ccc3nnc(-c4ccc(OC)cc4)n3n2)o1	0.9	1.6	-5	-0.1	-3	0	-0.2	1	29	-20
CCOC(=O)NC(NCC(O)c1ccccc1)(C(F)(F)F)C(F)(F)F (stereo unspecified)	0.9	4.2	2	-0.6	-9	-6	0.0	0.9	-6	16
Cc1c(-c2ccccc2)n[nH]c1C(=O)N=Nc1c(O)[nH]c2ccccc12	1	4.2	-8	-0.1	6	8	0.6	1	4	-10
COc1ccc(-c2cnc(OC(C)(C)C)nc2OC(C)(C)C)cc1OC	0.9	-0.4	-2	-0.2	-4	-1	-0.4	1	6	.
CN(Cc1cccc(Cl)c1Cl)c1ccc(S(=O)(=O)N2CCCCC2)cc1[N+](=O)[O-]	0.9	1.9	-6	-0.2	-16	4	1.9	1	5	-14
COc1cc2[nH]c(=O)n3nc(-c4ccccc4)nc3c2cc1OC	0.9	3.7	-5	-0.2	-4	-2	0.4	0.8	50*	.
C=CCOc1c(Br)cc(CNc2ccc(NC(=O)C(C)C)c(OC)c2)cc1OCC	0.7	12*	2	-0.1	-5	3	2.9	0.4	7	-23
CCc1ccc(NC(=O)CN(c2cccc(C)c2)S(C)(=O)=O)cc1	0.9	3.6	-18	-0.4	-16	-6	0.1	0.9	-6	.
CCOc1cccc(CNn2cnnc2)c1OCc1ccccc1Cl	1	-0.7	-4	-0.2	-11	-6	-4.3	1	4	.
Nc1ccccc1NC(=O)c1ccccc1	0.9	0.1	0	1.5	-8	-4	0.2	0.9	-2	-19

Structures from the list above with fluorine:
SMILES	PMI activator	RAM network inh	HMGR II inh	Hsp70 act	TNAP inh no acc	TNAP inh hiacc	DTT redox prof	PMI act satM6P	L major viab	S1P3 antag
COCCn1c(-c2ccc(OC(F)(F)C(F)C(F)(F)F)cc2)nc2c1c(=O)[nH]c(=O)n2CC(C)C (stereo unspecified)	0.9	1.0	-5	-0.1	-6	1	-0.1	1.1	8	.
CCC(C(=O)NC(C)(C)C)N(C(=O)Cn1nnc(-c2ccccc2F)n1)c1cnc2ccccc2c1 (stereo unspecified)	1	2.3	0	-0.1	-2	1	-0.3	1	3	-5
CCOC(=O)NC(NCC(O)c1ccccc1)(C(F)(F)F)C(F)(F)F (stereo unspecified)	0.9	4.2	2	-0.6	-9	-6	0.0	0.9	-6	16

Ordered by SMILES length (rising): part of the list above
SMILES	PMI activator	RAM network inh	HMGR II inh	Hsp70 act	TNAP inh no acc	TNAP inh hiacc	DTT redox prof	PMI act satM6P	L major viab	S1P3 antag
O=C(CN1CCc2ccccc2C1)c1cccs1	1.5	0.3	-11	0.3	-13	-3	3.6	1.7	2	-19
COc1cc2[nH]c(=O)n3nc(-c4ccccc4)nc3c2cc1OC	0.9	3.7	-5	-0.2	-4	-2	0.4	0.8	50*	.
CC1CCC(NC(=O)Cn2c3c(c(-c4ccccc4Cl)cc2=O)CCC3)CC1 (stereo unspecified)	0.9	2.6	-6	-0.3	-4	-3	-0.4	0.8	26	.
Cc1c(-c2ccccc2)n[nH]c1C(=O)N=Nc1c(O)[nH]c2ccccc12	1	4.2	-8	-0.1	6	8	0.6	1	4	-10

Next structures follow.
SMILES	PMI activator	RAM network inh	HMGR II inh	Hsp70 act	TNAP inh no acc	TNAP inh hiacc	DTT redox prof	PMI act satM6P	L major viab	S1P3 antag
OCCN1CCN(C(c2cccs2)c2ccc3cccnc3c2O)CC1 (stereo unspecified)	0.5	1.9	-5	-0.5	3	-8	1.9	0.4	53*	4
CCc1nnc(NC(=O)c2ccc(-c3ccc(F)cc3)o2)s1	1.1	1.6	-3	-0.1	-9	-3	-1.6	1.1	7	13
O=C(COC(=O)c1cc(S(=O)(=O)N2CCCCC2)ccc1N1CCOCC1)NCCc1ccc(F)cc1	1	-1.3	-4	-0.5	-8	-2	-1.0	1	15	-10
CCC(=O)Nc1ccc(Cl)c(NC(=S)NC(=O)COc2ccccc2)c1	1	1.9	-1	-0.3	22	-2	-0.1	1	25	-12
COc1ccc(OCc2cnc(Cl)s2)cc1	0.9	0.0	-7	0.2	-6	0	2.0	0.9	-4	.
O=C(COc1ccc(S(=O)(=O)N2CCOCC2)cc1)Nc1ccc(Cl)c(C(F)(F)F)c1	0.8	1.0	-10	-0.4	-3	-4	0.3	0.8	32	2
CC(=O)c1c(C)nc(-c2ccccc2)nc1N	1	0.1	5	-0.3	-13	-11	-0.8	1	-8	-10
O=C(COC(=O)c1ccc(S(=O)(=O)N2CCCC2)cc1)Nc1ccc(F)cc1F	1.1	1.8	1	-0.3	-11	-4	-0.4	1.1	-5	-10
COc1ccc(CSCC(=O)Nc2ccc(S(=O)(=O)N3CCCCCC3)cc2)cc1	0.8	14*	2	-0.3	-22	-1	0.9	0.9	17	-1
O=C(O)COc1ccccc1/C=C1\SC(=Nc2ccc(F)cc2)N(c2ccc(F)cc2)C1=O	1	8.3	2	-0.1	-5	0	-0.8	1	1	-13
CCOC(=O)c1nnn(-c2nonc2-n2cccc2)c1CN1CCOCC1	0.9	3.5	5	0.1	-10	-3	0.5	0.9	-3	.
CCCc1cc(=O)oc2c(C)c3occ(C)c3cc12	0.9	7.2	0	-0.2	-8	-4	0.9	1	0	-6
Cc1nc(-c2ccccc2)sc1-c1nc(-c2cccs2)ncc1S(=O)(=O)c1ccccc1	1	1.4	-2	-0.2	-18	-5	-0.2	0.9	6	.
CC(=O)N1CCN(CCN=CC2=C(O)CC(c3cccs3)CC2=O)CC1 (stereo unspecified)	1	-0.9	-1	-0.4	-7	-2	-7.4	0.9	-6	8
Cc1ccc(S(=O)(=O)N(CC(=O)NCCSCc2ccco2)c2ccc(F)cc2)cc1	0.9	4.9	-3	0.0	-5	2	0.4	1	31	-33
CCOC(=O)C(=O)/C(C#N)=C/Nc1ccc(F)cc1	1.1	-0.4	-1	-0.3	-7	-2	0.1	1.2	-5	.
Oc1sc(C=Nc2ccc(F)cc2)c2ccccc12	0.8	4.0	-2	0.0	-12	9	-1.6	0.8	-4	.
CC1Cc2nc(SCC(=O)Nc3nccs3)n(C)c(=O)c2S1 (stereo unspecified)	0.9	0.5	-8	-0.1	-12	1	-0.3	0.9	-1	-16
